E-sel TNF inh: E-selectin induction blockers in HUVEC – imaging, immunofluorescence, high content, primary screen; HUVEC TNFa-induced E-selectin immunofluorescence; inhibition, % at 2 µM; hit rate 0.71% among 120,000; AID 1246, 2008;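 active = inhibition above the batch mean plus 3 SD, and confirmed as a hit on visual image review, cut at about 43% in these data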;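 note: 0% = TNF-stimulated DMSO wells and 100% = unstimulated control wells; not every result past the cut was called active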
GALR2 blocker: GALR2 antagonists in receptor-expressing cells, primary screen. AID 828, 2007. inhibition, % at 4 µM. antagonist mode. hit rate 0.39% among 140,000. Galanin receptor type 2 (Homo sapiens), O43603; in the data active = inhibition above about 27%;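 note: cells stimulated with galanin 1-16 at roughly its EC80; 0% = agonist challenge control and 100% = basal control without agonist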
NPY-Y2 antag: NPY-Y2 receptor antagonists, primary screen, cell-based; AID 793, 2007; hit rate 0.99% among 140,000; inhibition, % at 2.7 µM; NPY-Y2 expressing cells, antagonist mode; Neuropeptide Y receptor type 2 (Homo sapiens), P49146; in the data active = inhibition above about 17%;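 note: 0% = vehicle with agonist challenge and 100% = reference antagonist with challenge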
Target sequence (P49146 whole entry, looked up): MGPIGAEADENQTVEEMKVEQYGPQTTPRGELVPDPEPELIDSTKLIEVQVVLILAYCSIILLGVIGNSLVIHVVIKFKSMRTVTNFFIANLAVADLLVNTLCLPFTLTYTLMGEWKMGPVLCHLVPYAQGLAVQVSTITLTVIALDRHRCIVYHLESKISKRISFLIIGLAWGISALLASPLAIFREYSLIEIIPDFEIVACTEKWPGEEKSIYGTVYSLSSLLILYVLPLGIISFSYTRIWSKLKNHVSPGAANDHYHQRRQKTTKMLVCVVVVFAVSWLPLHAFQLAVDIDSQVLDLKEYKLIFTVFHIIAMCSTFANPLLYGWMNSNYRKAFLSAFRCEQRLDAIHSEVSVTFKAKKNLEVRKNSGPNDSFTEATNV
* = called active by the depositor; . = not tested or not shown.

#1 CC(C)C(=O)NC(Oc1ccccc1Cl)C(Cl)(Cl)Cl (stereo unspecified)
#2 O=C(c1ccc(Br)cc1)C12CN3CN(CN(C3)C1)C2
#3 CCN1CCN(c2ccc(N)cc2C)CC1
#4 Cc1ccc(N)c(C(=O)c2ccc(Br)cc2)c1
#5 CN(C)C(=O)Oc1ccnc2cc(Cl)ccc12
#6 Cc1ccc(C)c(OCC(=O)N2CCN(Cc3ccc4c(c3)OCO4)CC2)c1
#7 COc1ccc(C(=O)CN2CCCCC2)cc1
#8 CCN1C(=O)C(=C2C=C(C)OC(C)=C2)C(=O)N(CC)C1=S

assay / entry,1,2,3,4,5,6,7,8
E-sel TNF inh,-5,-14,-26,-20,-45,15,19,-15
GALR2 blocker,.,.,.,.,.,.,.,.
NPY-Y2 antag,.,.,.,.,.,.,.,.

#9 CCN(CC)P(=O)(/C=C(\Cl)c1ccccc1)/C=C(\Cl)c1ccccc1
#10 O=C(c1ccccc1)C1CCCN(Cc2nc(-c3cnccn3)no2)C1 (stereo unspecified)
#11 Cc1cccc(CN2CCCC(C(=O)c3ccc(C(F)(F)F)cc3)C2)n1 (stereo unspecified)
#12 O=C(N/N=C/C1C(=O)NC(=S)N(c2ccccc2)C1=O)c1cc(Br)c(O)c(Br)c1 (stereo unspecified)
#13 Cc1ccc(-n2c(O)c(C=Nc3ccc(Br)cn3)c(=O)[nH]c2=O)cc1
#14 O=C(Cn1cc(C(=O)c2ccccc2F)c2ccccc21)NC1CC1
#15 COc1ccc(CN2C(=O)NC(=O)/C(=C\c3ccco3)C2=O)cc1
#16 CCc1ccccc1NC(=O)CNC1CCCCC1

assay / entry,9,10,11,12,13,14,15,16
E-sel TNF inh,-45,-41,-9,-10,-10,-25,0,-21
GALR2 blocker,.,.,.,.,.,.,.,.
NPY-Y2 antag,.,.,.,.,.,.,.,.

#17 Cc1nn(Cc2ccccc2)c(C)c1C(=O)OCC(=O)Nc1cc(S(C)(=O)=O)ccc1Cl
#18 C[N+]1(CC2COC(c3ccco3)O2)CCCCC1 (stereo unspecified)
#19 CC(C)C(=O)Nc1ccc(S(=O)(=O)N2CC3CC(C2)c2cccc(=O)n2C3)cc1 (stereo unspecified)
#20 O=C(CCl)NCC1CCCO1 (stereo unspecified)
#21 CN1CCN(/N=C/c2c(O)n(C)c(=O)n(C)c2=O)CC1
#22 CC1CCCCN1Cc1ccc(Cl)nc1 (stereo unspecified)
#23 O=C(CN1CCCC1=O)NCCc1ccccc1
#24 N#Cc1ccccc1NC(=O)CN1CC=C(c2ccccc2)CC1

assay / entry,17,18,19,20,21,22,23,24
E-sel TNF inh,-22,13,-5,-30,4,5,-22,-30
GALR2 blocker,.,.,.,.,.,.,.,.
NPY-Y2 antag,.,.,.,.,.,.,.,.

Look-ups from the results shown.
E-sel TNF inh with CN(C)C(=O)Oc1ccnc2cc(Cl)ccc12 = -45
E-sel TNF inh with O=C(CCl)NCC1CCCO1 (stereo unspecified) = -30

The list goes on.
#25 COC(=O)c1ccccc1N=Cc1c(O)[nH]c(=S)[nH]c1=O
#26 CCc1ccc(CN2CCN(C(=O)Cc3ccccc3)CC2)cc1
#27 CC1=NCCc2c1[nH]c1ccccc21
#28 Cc1cc(/C=C2\C(=O)NC(=O)N(c3ccc(Cl)cc3)C2=O)c(C)n1C
#29 CCOc1cc(C=C2C(=O)NC(=O)NC2=O)cc([N+](=O)[O-])c1O
#30 NC(Cc1ccccc1)Cc1ccccc1
#31 O=C(c1ccc(F)cc1)C(Cc1ccccc1)N1CCCCC1 (stereo unspecified)
#32 Cc1cc(C(=O)CS(=O)c2ccc(F)cc2)cc(C)c1OC(=O)N(C)C (stereo unspecified)

assay / entry,25,26,27,28,29,30,31,32
E-sel TNF inh,8,-3,9,-26,-3,-30,0,-7
GALR2 blocker,.,.,.,.,.,.,.,.
NPY-Y2 antag,.,.,.,.,.,.,.,.

Structures from the list above containing a furan ring, fused or not, in the order listed:
#15 COc1ccc(CN2C(=O)NC(=O)/C(=C\c3ccco3)C2=O)cc1
#18 C[N+]1(CC2COC(c3ccco3)O2)CCCCC1 (stereo unspecified)

assay / entry,15,18
E-sel TNF inh,0,13
GALR2 blocker,.,.
NPY-Y2 antag,.,.

A draw from above in order of count of non-hydrogen atoms, falling.
#32 Cc1cc(C(=O)CS(=O)c2ccc(F)cc2)cc(C)c1OC(=O)N(C)C (stereo unspecified)
#28 Cc1cc(/C=C2\C(=O)NC(=O)N(c3ccc(Cl)cc3)C2=O)c(C)n1C
#24 N#Cc1ccccc1NC(=O)CN1CC=C(c2ccccc2)CC1
#29 CCOc1cc(C=C2C(=O)NC(=O)NC2=O)cc([N+](=O)[O-])c1O
#25 COC(=O)c1ccccc1N=Cc1c(O)[nH]c(=S)[nH]c1=O
#23 O=C(CN1CCCC1=O)NCCc1ccccc1
#27 CC1=NCCc2c1[nH]c1ccccc21

assay / entry,32,28,24,29,25,23,27
E-sel TNF inh,-7,-26,-30,-3,8,-22,9
GALR2 blocker,.,.,.,.,.,.,.
NPY-Y2 antag,.,.,.,.,.,.,.

Following part
#33 CC(=O)Nc1cc(C(=O)N2CCC3(CC2)OCCO3)ccc1Sc1ccc(F)cc1
#34 Cc1ccc(OCC(=O)N2CCN(Cc3ccc4c(c3)OCO4)CC2)cc1C
#35 O=C1NC(=O)C(=Cc2ccc(-c3cc(Cl)ccc3[N+](=O)[O-])o2)C(=O)N1
#36 CC(=O)Nc1ccc(C(c2c(O)c3ccccc3oc2=O)c2c(C)n(C)n(-c3ccccc3)c2=O)cc1 (stereo unspecified)
#37 Cc1cc(N2CCCC2)ccc1C=C(C#N)C#N
#38 Cc1ccc(C2=CCNCC2)cc1
#39 O=C(C(=O)N1CCC2(CC1)OCCO2)c1c[nH]c2ccccc12
#40 CC(C)N1CCN(Cc2ccc3c(c2)OCCO3)CC1CCO (stereo unspecified)

assay / entry,33,34,35,36,37,38,39,40
E-sel TNF inh,-6,-12,-11,-10,12,-37,-9,4
GALR2 blocker,.,.,.,.,.,.,.,.
NPY-Y2 antag,.,.,.,.,.,.,.,.

#41 O=C(COc1ccccc1F)N1CCN(CCN2C(=O)c3cccc4cccc(c34)C2=O)CC1
#42 CN1C2CCC1CC(=NO)C2
#43 O=C1CCN(C(=O)CNC(=O)Cc2ccccc2)CC1
#44 Cc1ccc(N2C(=O)NC(=O)C(CCc3ccccn3)(Cc3ccc(F)cc3)C2=O)cc1 (stereo unspecified)
#45 O=C(Cn1c(=O)n(CC2CS2)c2ccccc21)N1CCCCCC1 (stereo unspecified)
#46 O=c1c2ccc(Cl)cc2[nH]c(=S)n1-c1cccnc1
#47 CNc1cc(N2CCN(C)CC2)ccc1[N+](=O)[O-]
#48 CCc1ccccc1N1C(=O)CC(=O)NC1=O

assay / entry,41,42,43,44,45,46,47,48
E-sel TNF inh,4,8,-57,-11,-18,-7,-21,6
GALR2 blocker,.,.,.,.,.,.,.,.
NPY-Y2 antag,.,.,.,.,.,.,.,.

#49 CN1CCC2(CC1)CC(NC=O)c1ccccc1O2 (stereo unspecified)
#50 NP(=O)(Oc1ccc(Cl)cc1)Oc1ccc(Cl)cc1
#51 CN(C)C(=O)Oc1ccc([N+](=O)[O-])cc1
#52 O=C(Nc1ccccc1)OC1CN=C(N[N+](=O)[O-])NC1 (stereo unspecified)
#53 CC1=CC(=C2C(=O)NC(=S)NC2=O)C=C(C(F)(F)F)N1Cc1ccccc1
#54 O=S1(=O)CCN(CCc2c[nH]c3ccccc23)CC1
#55 Nc1ccccc1C(=O)OCc1ccc([N+](=O)[O-])cc1
#56 CNCC(C)c1ccccc1 (stereo unspecified)

assay / entry,49,50,51,52,53,54,55,56
E-sel TNF inh,16,-22,-14,25,1,100*,6,7
GALR2 blocker,.,.,.,.,.,.,.,.
NPY-Y2 antag,.,.,.,.,.,.,.,.

#57 c1ccc2cc(C3N4CCCN34)ccc2c1 (stereo unspecified)
#58 O=C(c1ccc2nc3ccc(Cl)cc3c(=O)n2c1)N1CCC2(CC1)OCCO2
#59 NCCc1c[nH]c2ccc(F)cc12
#60 CCOC(=O)c1c(-n2c(C)cc(/C=C3/C(=O)NC(=O)N(CC)C3=O)c2C)sc2c1CCCC2
#61 Cc1cc(/C=C2/C(=O)NC(=O)N(c3ccccc3)C2=O)c(C)n1-c1ccc(F)cc1
#62 COc1ccc(N2CCN(CCCN)CC2)cc1
#63 CC1C(c2cccs2)=[N+]([O-])C(C)(C(=O)c2ccc(F)cc2)N1O (stereo unspecified)

assay / entry,57,58,59,60,61,62,63
E-sel TNF inh,-9,5,2,19,28,-4,30
GALR2 blocker,.,-9,8,14,3,-5,10
NPY-Y2 antag,.,1,0,1,-1,2,4

Screens as filed in PubChem BioAssay.

Only part of the results is shown (hit frequency here may not be typical).
